CTSL1 counter: cathepsin L1 inhibition, PFM18AAP counter-screen; AID 1906; hit rate 0.49% among 300,000; recombinant F. hepatica cathepsin L1, Z-Leu-Arg-MCA fluorescence; inhibition, % at 5.96 µM;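 active = inhibition above the mean of all tested compounds plus 3 SD, set per screening campaign, cut at about 17% in these data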;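 note: 0% = plate median of test compound wells and 100% = 1 µM Z-Phe-Ala-diazomethylketone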
proCasp7 act: activates human procaspase-7, counter-screen for procaspase-3 activators. recombinant procaspase-7, Ac-DEVD-pNA absorbance 405 nm; D23A/D198A/D206A triple mutant, cannot self-cleave; scale: DMSO 0, 5 µM enzyme 100. activation, % at 8.5 µM. hit rate 0.093% among 330,000. AID 463210. P55210;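 active = percent activation above the screen-wide mean plus 3 SD, cut at about 25% in these data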
Target sequence (P55210 whole entry D23A/D198A/D206A): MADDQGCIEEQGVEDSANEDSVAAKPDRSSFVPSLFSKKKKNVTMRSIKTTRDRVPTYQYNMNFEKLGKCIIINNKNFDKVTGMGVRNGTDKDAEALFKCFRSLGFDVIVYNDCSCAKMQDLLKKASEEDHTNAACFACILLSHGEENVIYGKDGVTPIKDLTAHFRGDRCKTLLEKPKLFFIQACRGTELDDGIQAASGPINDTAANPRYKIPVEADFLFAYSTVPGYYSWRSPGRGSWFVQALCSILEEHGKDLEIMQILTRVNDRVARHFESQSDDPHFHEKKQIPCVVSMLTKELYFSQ
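Assay system: Uncleavable procaspase-7 mutant enzyme / Input: 2 µM procaspase-7 mutant as dispensed / Dosing: single nominal 8.5 µM compound dose, 0.8% DMSO final / Timing: 1 h enzyme–compound preincubation and 2 h substrate reaction, both 25 °C / Detection: p-Nitroaniline absorbance at 405 nm, read at 0 and 120 min / Replication: singlicate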
TPT1 inh: C. albicans TPT1 enzyme inhibition; recombinant caTPT1, FP RNA substrate dephosphorylation; inhibition, % at 5 µM; hit rate 0.81% among 300,000; AID 1962;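 active = inhibition above the mean of all tested compounds plus 3 SD, set per screening campaign, cut at about 24% in these data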;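 note: plate controls were DMSO alone for no effect and ferristatin control at 100 nM for full effect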
PP5 inh: PP5 (human) phosphatase inhibition; P53041; purified PP5c, OMFP substrate fluorescence; inhibition, % at 6.7 µM; hit rate 0.18% among 320,000; AID 1987;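 active = inhibition above the campaign's mean inhibition across all tested compounds plus 3 SD, cut at about 9.5% in these data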;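 note: 0% = DMSO only and 100% = 100 µM cantharidin control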
core dimer inh: HCV core protein dimerization inhibition; TR-FRET GST/Flag-core106 dimerization, 1536-well; hit rate 0.33% among 300,000; inhibition, % at 5 µM;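 active = inhibition above the mean of all tested compounds plus 3 SD, set per screening campaign, cut at about 45% in these data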
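assay system = GST-tagged and Flag-tagged HCV core protein residues 1-106 | controls = unlabelled core106 and no-GST-core106 wells | incubation = compound-protein-antibody incubation 4 h at 22.5 °C | probe or stimulus = Eu donor and XL665 acceptor anti-tag antibodies | read-out = % inhibition based on acceptor/donor emission ratio | signal = TR-FRET 671 and 617 nm emission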
PP1 counter: counter-screen for PP5 inhibitors: inhibitors of human PP1-alpha | P62136 | purified PP1alpha, OMFP fluorescence | inhibition, % at 6.7 µM | hit rate 0.9% among 320,000 | AID 2235;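 active = inhibition above the mean inhibition of all tested compounds plus 3 SD, computed separately for each screening campaign, cut at about 15% in these data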
Target sequence (P62136 whole entry, looked up): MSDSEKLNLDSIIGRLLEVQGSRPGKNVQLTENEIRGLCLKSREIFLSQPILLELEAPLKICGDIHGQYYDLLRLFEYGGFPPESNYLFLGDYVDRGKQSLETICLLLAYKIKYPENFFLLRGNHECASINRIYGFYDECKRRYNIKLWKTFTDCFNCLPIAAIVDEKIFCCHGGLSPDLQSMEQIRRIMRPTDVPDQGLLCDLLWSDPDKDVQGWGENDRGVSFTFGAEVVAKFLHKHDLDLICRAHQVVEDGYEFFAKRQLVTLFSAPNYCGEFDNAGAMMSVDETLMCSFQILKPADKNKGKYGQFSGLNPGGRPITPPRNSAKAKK
AHR activator: activators of human aryl hydrocarbon receptor; P35869; AHR-responsive luciferase reporter cells, luminescence; activation, % at 5 µM; hit rate 2.5% among 320,000; AID 2796; in the data active = activation above about 47%;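 note: 0% = vehicle wells and 100% = reference agonist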
PAFAH2 FP inh: inhibitors of human PAFAH2 | Q99487 | AID 492956 | recombinant PAFAH2, FP-rhodamine activity probe, fluorescence polarization | hit rate 0.99% among 340,000 | inhibition, % at 3.39 µM;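 active = inhibition above the mean over all tested compounds plus 3 SD, cut at about 30% in these data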;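 note: inhibitors block probe labeling of enzyme so polarization drops; 0% = enzyme with DMSO and 100% = wells lacking PAFAH2 protein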
proCasp3 act: activates human procaspase-3; P42574; recombinant procaspase-3 D3A, Ac-DEVD-pNA absorbance 405 nm; activation, % at 8.5 µM; hit rate 0.11% among 330,000;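 active = activation above the mean of all tested compounds plus 3 SD, cut at about 21% in these data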;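 note: 0% = DMSO alone and 100% = DMSO wells spiked with extra 5 µM PC-3 D3A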
Target sequence (P42574 whole entry D9A/D28A/D175A): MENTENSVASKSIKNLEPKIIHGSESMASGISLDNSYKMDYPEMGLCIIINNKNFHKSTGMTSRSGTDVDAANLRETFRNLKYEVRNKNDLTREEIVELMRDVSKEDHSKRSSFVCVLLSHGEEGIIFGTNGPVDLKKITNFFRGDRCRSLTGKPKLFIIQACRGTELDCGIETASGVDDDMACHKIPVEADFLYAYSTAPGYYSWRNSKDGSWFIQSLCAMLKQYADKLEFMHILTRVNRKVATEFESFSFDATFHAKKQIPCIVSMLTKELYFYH
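Evaluation: percent activation relative to control range; Material: Procaspase-3 D3A mutant, all three cleavage aspartates alanine; Compound: single dose, 8.5 µM nominal compound, 0.8% DMSO; Replication: one well per compound; Signal: absorbance at 405 nm, 0 and 120 min; Schedule: 1 h preincubation plus 2 h reaction at 25 °C.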
Starred values were filed as active, the others as inactive; . = not tested or not shown.

SMILES	CTSL1 counter	proCasp7 act	TPT1 inh	PP5 inh	core dimer inh	PP1 counter	AHR activator	PAFAH2 FP inh	proCasp3 act
CS(=O)c1ccccc1COC(=O)Nc1ccc(Cl)cc1 (stereo not given)	-3.9	-0.2	-2.7	-2.1	-8.2	-3.3	2.1	-1.3	3.9
Cc1[nH]n(C)c(=O)c1C(=O)c1c(-c2ccccc2Cl)noc1C	1.4	-3.0	-2.9	-3.8	5.2	-6.5	0.4	-3.5	4.7
Cc1ccc(S(=O)(=O)N2CCN(C(=O)N3CCCC3)CC2)cc1	0.1	-3.5	-0.8	-0.3	-5.9	-0.7	1.8	0.7	-2.9
Cc1ccc(Sc2c(C#N)c(-c3ccccc3)nn2C)cc1	-0.5	4.9	-1.1	0.3	0.8	-1.4	1.8	8.5	0.9
Cc1nn(Cc2ccc(F)cc2)c(Cl)c1/C=N/NC(=O)c1cccnc1	-1.8	-5.2	-1.8	2.8	-2.4	-1.3	52.1*	16.8	3.4
O=[N+]([O-])c1ccc2[nH]c(O)c(N=Nc3ccc(F)cc3)c2c1	-0.3	9.4	0.0	1.4	-1.2	1.9	40.4	-11.8	5.5
O=C(CCN1CCOCC1)c1ccc(N2CCCCC2)cc1	.	-5.8	.	0.1	.	-0.9	-8.7	-4.4	-16.9
CCc1ccc(C(=O)NNC(=O)[C@H](C)NC(=O)c2ccco2)cc1	.	6.1	.	.	.	.	1.6	9.4	8.5
CC(Sc1nnnn1C)C(=O)Nc1ncc(Cl)cc1Cl (stereo not given)	.	-4.2	.	0.1	.	-0.3	1.7	-5.9	12.8
CS(=O)(=O)c1ccc2nc(NC3(C(F)(F)F)N=C4SCCN4C3=O)sc2c1 (stereo not given)	-2.0	1.2	-0.1	-0.4	-1.2	-0.8	-0.7	-3.5	2.1

2 entries from above, as a markdown table:
| structure | CTSL1 counter | proCasp7 act | TPT1 inh | PP5 inh | core dimer inh | PP1 counter | AHR activator | PAFAH2 FP inh | proCasp3 act |
| --- | --- | --- | --- | --- | --- | --- | --- | --- | --- |
| Cc1ccc(Sc2c(C#N)c(-c3ccccc3)nn2C)cc1 | -0.5 | 4.9 | -1.1 | 0.3 | 0.8 | -1.4 | 1.8 | 8.5 | 0.9 |
| Cc1nn(Cc2ccc(F)cc2)c(Cl)c1/C=N/NC(=O)c1cccnc1 | -1.8 | -5.2 | -1.8 | 2.8 | -2.4 | -1.3 | 52.1* | 16.8 | 3.4 |

Continued.
SMILES	CTSL1 counter	proCasp7 act	TPT1 inh	PP5 inh	core dimer inh	PP1 counter	AHR activator	PAFAH2 FP inh	proCasp3 act
Cc1cc(C2=NNC(=NC3CC3)SC2)c(C)n1-c1ccccc1F	-0.1	-8.7	2.3	2.4	26.6	14.4	-11.7	6.1	6.3
Cc1ccc(C(=O)Nc2cccc(NC(=O)c3ccc(C)o3)n2)o1	0.7	-2.8	3.0	0.4	3.5	-1.4	6.1	0.1	-3.7
O=C(OC(C(=O)NCc1ccc(F)cc1)c1ccccc1)c1ccco1 (stereo not given)	-41.1	-1.3	-2.3	2.9	-9.2	-1.9	-0.4	-3.8	6.4
O=C(NCc1ccc2c(c1)OCO2)C1CC(c2cccc(Br)c2)=NO1 (stereo not given)	-2.6	-4.5	-3.1	5.5	6.2	-2.3	-3.8	0.9	1.8
NC(=O)COc1ccc(Cc2ncc(C(F)(F)F)cc2Cl)cc1	0.9	4.5	-5.4	-0.1	0.6	-1.6	0.5	-2.4	6.5
CCOc1ccc(OCCC(=O)N2CCc3cc(OC)c(OC)cc3C2)cc1	6.0	-4.0	-2.2	0.2	2.8	0.5	0.3	14.2	4.1
Cc1nc(NC(=O)c2cccc(Cl)c2)sc1C(=O)N1CCCCC1	-4.7	0.4	0.2	-1.4	2.1	-6.7	10.1	2.2	4.2
CCN1CCN(C(=O)NC2CCCCC2)CC1	1.7	14.0	2.8	0.3	-3.0	1.4	0.5	-0.3	-5.0
CCOC(=O)C1C(c2ccc(O)c(OC)c2)NC(=O)NC1(O)C(F)(F)F (stereo not given)	1.6	-6.6	2.3	-4.7	-10.9	-5.4	0.8	-1.6	-7.0
COc1cccc(/C=N/NC(=O)c2nnn(-c3nonc3N)c2CN(C)c2ccccc2)c1	1.3	5.9	2.1	2.2	7.2	2.5	1.3	-10.9	-8.4
CC(C)c1ccc(/C=C(/C#N)c2nnc(NC(=O)c3ccccc3)s2)cc1	-2.5	-1.4	21.2	-0.4	3.7	-2.0	13.6	6.9	-16.4
CCCCSc1n[nH]c(N)n1	0.9	2.0	-3.6	-1.1	2.4	-2.9	-1.2	4.4	6.6
O=C(COC(=O)CNC(=O)c1ccc(Br)o1)Nc1ccccc1OC(F)F	-10.0	-1.9	-3.4	-1.8	1.6	1.0	-0.7	7.5	0.2
C=CCn1c(CCC(O)COCCCCC)n[nH]c1=S (stereo not given)	2.1	-11.3	-2.7	4.1	-6.3	-1.1	1.1	-2.6	-3.8
BrC(=C\c1ccccc1)/C=N/Nc1nc(N2CCOCC2)nc(N2CCOCC2)n1	6.9	-1.3	-3.8	-0.1	-3.1	-1.8	4.8	-4.9	7.1
CCOC(=O)c1nnc(-c2ccccc2)nc1NCc1ccc(Cl)cc1	8.2	8.6	3.0	-0.2	3.2	0.7	-1.7	0.0	-0.8
Cc1cc2ccccc2n1CCNC(=O)c1cccs1	2.0	3.5	-10.5	1.0	-14.0	3.6	14.2	4.2	2.3
COc1ccc(C(=O)NNS(=O)(=O)c2ccccc2)cc1	0.0	5.7	-1.8	0.1	-0.6	0.4	8.6	9.2	3.5
COc1ccc2oc(C(=O)NCC(Cc3ccccc3)N(C)C)c(C)c2c1 (stereo not given)	6.0	-8.3	4.2	0.1	10.6	3.1	9.0	4.1	9.3
Cc1csc(NC(=O)c2cc[n+]([O-])cc2)n1	0.7	-4.3	-3.5	0.1	-0.8	-4.5	6.6	2.9	-4.5
O=C(NC(=S)Nc1ccc(-c2ccc(CO)o2)cc1)c1cccs1	10.7	-22.7	18.2	2.0	51.1*	8.8	25.3	.	-11.1
N#CC1=C(N)Oc2cc(N)ccc2C1c1cccc(F)c1 (stereo not given)	2.8	-16.0	-1.8	1.6	-3.3	1.3	-3.8	-5.5	-14.5
Cc1cccc(NC(=O)c2ccccc2OCC(=O)c2ccccc2)c1	2.4	9.5	18.4	4.0	0.7	3.6	1.8	-21.2	-3.9
CC12CCC(C(=O)N(CSC(=S)N/N=C\c3ccccc3Cl)C1=O)C2(C)C (stereo not given)	1.2	-19.4	-2.6	-0.5	28.4	5.6	9.6	11.7	-11.4
CCOc1ccc(NC(=S)Nc2ccc(OC(F)(F)F)cc2)cc1	0.1	-11.1	3.0	3.9	-0.3	0.8	3.3	3.3	-4.9
CC(O)CNCCOc1cccc(Oc2ccccc2)c1 (stereo not given)	-4.1	7.2	-0.8	-0.3	0.7	-1.5	1.2	4.6	5.4
O=C(O)C1=CC[C@@H](c2ccc(Cl)cc2)N(S(=O)(=O)c2ccc(Cl)cc2)[C@H]1c1cccc(Cl)c1	-0.9	-10.5	-0.6	-2.9	21.6	23.1*	5.3	1.4	-3.2
CC(C)CNC(=O)COC(=O)c1cncc(Br)c1	0.3	-0.4	-1.0	-0.5	-0.6	-2.7	-0.6	-1.2	6.2
C[C@H](NC(=O)c1ccco1)C(=O)NCc1cccs1	.	2.2	.	0.8	.	-2.0	-1.0	-4.4	3.7
COc1ccc(CCNc2ccc(C(CC(N)=O)NC(=O)Cc3ccc(Br)cc3)cc2[N+](=O)[O-])cc1 (stereo not given)	1.3	-6.7	19.9	-4.9	3.3	17.7*	3.5	-16.8	2.3
Cc1ccc(Cl)cc1NC(=O)COc1ccccc1	1.4	1.5	2.3	1.4	-4.8	0.6	-3.7	-1.3	4.6
COc1ccc(-n2c(SCC(=O)Nc3cccc(S(N)(=O)=O)c3)nc3ccccc3c2=O)cc1OC	0.8	1.2	0.4	7.4	1.9	-3.5	6.2	-4.1	9.2
COCCn1nnnc1C(c1cc2c(C)cc(C)cc2[nH]c1=O)N1CCCCCC1 (stereo not given)	5.0	6.5	-0.9	-0.5	7.7	-3.6	16.3	0.4	0.3
COC(=O)N/N=C1/C/C(=N\NC(=O)OC)c2ccccc21	4.0	-4.2	-1.7	-2.0	-2.7	-1.7	115.2*	18.3	12.2
CC(C)COc1ncnc2c1sc1nc3c(cc12)COC(C)(C)C3	0.5	-0.6	3.0	-1.6	2.1	-2.3	-0.2	.	3.3
CCn1c(SCC(=O)Nc2ccc3c(c2)OCCO3)nnc1-c1ccccn1	-1.8	5.1	1.7	1.7	-0.9	-0.8	-1.1	3.3	0.5
CC1(C)Cc2c(sc3c2C(=O)N(c2ccccc2)C2=NCCN23)CS1	-0.2	3.4	8.1	0.5	2.9	-4.0	0.3	4.8	-3.0
CCOC(=O)C1=C(C)NC(=O)NC1c1cccs1 (stereo not given)	-5.1	-3.1	-1.6	-2.5	0.4	-3.2	1.3	1.5	1.2
Clc1ccc(-c2nnc(NCc3ccccc3)c3ccccc23)cc1	1.8	-2.8	-3.0	2.7	3.5	6.7	3.1	-2.8	-3.0
c1cn2cc(-c3ccc4c(c3)OCO4)nc2s1	-1.8	2.9	-1.9	-2.0	-10.7	-0.3	29.6	18.3	4.5
NS(=O)(=O)c1ccc(NC(=O)c2ccc(S(=O)(=O)N3CCOCC3)o2)cc1	-5.1	3.0	-0.2	1.2	2.4	-4.9	0.1	.	-1.3
O=C(c1ccc2c(c1)OCO2)N(c1ccc(Cl)cc1)C1C=CS(=O)(=O)C1 (stereo not given)	4.5	-2.4	-1.5	0.6	8.9	0.2	3.0	3.2	8.8
Nc1nonc1-n1nnc(C(=O)N/N=C/c2ccccc2)c1CN1CCc2ccccc21	1.8	1.9	0.5	0.2	30.3	9.0	3.9	-2.8	1.4
COc1ccc(C(=O)Nc2cccc(NC(=O)c3cccs3)c2)cc1OC	-4.8	3.0	-1.5	0.6	1.4	-2.5	8.7	-5.2	5.6
O=C(O)CCN1C(=O)C2C3CC(C2C1=O)C1C(c2ccccc2)c2sc(=O)n(-c4ccccc4)c2SC31 (stereo not given)	-3.0	-0.9	3.4	2.2	5.6	0.1	-0.3	2.3	11.0
Cc1ccc(C(=O)NC(=S)NNC(=O)c2ccc([N+](=O)[O-])cc2)cc1	1.4	-12.6	-0.5	0.4	13.8	-1.5	0.4	2.4	-1.2
CCN(CC)C(=O)Cn1cnc2ccccc2c1=O	-0.5	-6.1	-1.8	0.7	-2.3	-3.4	1.1	-23.7	-2.7
O=S(=O)(NCc1ccc2c(c1)OCO2)c1ccc(F)c(F)c1	2.8	2.5	-1.0	1.8	9.4	-2.9	-1.2	0.9	-7.4
CS(=O)(=O)N(CC(=O)NCc1ccncc1)c1cc(Cl)ccc1Cl	-1.5	-6.0	-3.5	2.2	0.7	-5.9	0.9	-1.1	-4.8
CCC(=O)Nc1ccc(C(=O)NNC(=O)COc2cc(C)ccc2C)cc1	-16.9	8.4	2.9	0.1	-1.5	0.2	1.8	3.9	3.7

Screening data: PubChem, The Scripps Research Institute Molecular Screening Center
